# AmpC inh det = blocks E. coli AmpC beta-lactamase in presence of detergent; P00811; purified AmpC, nitrocefin hydrolysis with detergent; Potency, µM (top dose mostly 28.7 µM), for inactives: top-dose activity change, negative = inhibition; 71,000 tested, 0.09% active; AID 584; active = well fitted curve in the direction sought with a large enough effect
# Target sequence (P00811 whole entry, looked up): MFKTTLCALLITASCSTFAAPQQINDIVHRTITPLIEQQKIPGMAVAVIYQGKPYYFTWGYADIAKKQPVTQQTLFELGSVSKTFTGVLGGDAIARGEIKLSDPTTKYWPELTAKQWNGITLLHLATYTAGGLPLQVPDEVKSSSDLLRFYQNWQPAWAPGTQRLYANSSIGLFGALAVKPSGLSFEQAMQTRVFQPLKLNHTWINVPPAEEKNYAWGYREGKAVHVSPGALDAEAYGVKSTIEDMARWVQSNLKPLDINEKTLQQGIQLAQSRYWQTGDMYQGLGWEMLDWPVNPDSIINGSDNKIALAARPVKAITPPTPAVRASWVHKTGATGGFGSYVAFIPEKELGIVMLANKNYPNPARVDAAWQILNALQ
#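 E. coli AmpC (5.3 nM) in 20 mM phosphate pH 7.0 with 0.01% Triton X-100, preincubated 15 min RT with compound; nitrocefin (2 uL of 800 uM stock) hydrolysis followed by 480 nm absorbance every 20 s over 4 min.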
# * marks the source's active call; other numbers are inactive results; [ ] = remark or other dose. % is set by controls: 0 for no effect and ±100 for the full control effect; potency is the fitted concentration of half-maximal effect. Not all compounds are listed (hit frequency here may not be typical).
SMILES,AmpC inh det
CS(=O)(=O)N(CC(=O)N1CCN(c2ccccc2)CC1)C1CCCCC1,-2%
CCC1Cc2c(nc3c4c(nc(N5CCOCC5)c(C#N)c24)NC(C)=N3)O1 (stereo not drawn),-3%
N#Cc1cnc(SCCc2ccccc2)nc1N,6%
COC(=O)[C@H](C(C)C)n1c(C)c(C(C)=O)c(C(C)=O)c1C,-2%
CC(=Nc1ccc(C)c(C)c1)C1=C(O)CSC1=O,-1%
COc1ccccc1N1CCN(Cc2c(F)cccc2F)CC1,-2%
Cc1ccc(CSc2nc3c(c(=O)[nH]2)CCC3)cc1,6%
O=C(CCCN1C(=O)c2ccccc2C1=O)N1CCN(c2ccccn2)CC1,-4%
Cc1cc(C)c(NC(=O)CS(=O)CC(=O)Nc2cccnc2)c(C)c1 (stereo not drawn),9%
O=C(CCC1CC(=O)Nc2ccccc21)NCc1cccnc1 (stereo not drawn),5%
N#CCCn1c(=O)c(CCc2ccccc2)nc2cnc(Oc3cccc(Cl)c3)nc21,-2%
COC(=O)C1CCN(c2cc(=O)n(Cc3ccc(F)cc3)c(=O)[nH]2)CC1,-1%
c1ccc2c(c1)nc(N1CCOCC1)c1nnnn12,7%
CCCC1(CCC)NC(=O)N(CC(=O)Nc2ccccc2OC)C1=O,-1%
CCCS(=O)(=O)N1CCN(Cc2ccccc2OCC)CC1,-5%
Cn1c(=O)cc(SCC(=O)N2CCOCC2)c2ccc(Cl)cc21,12%
CCCCn1c(C(C)NC(=O)c2cccs2)nc2ccccc21 (stereo not drawn),-4%
COc1ccc(S(=O)(=O)N2CCCC(C(=O)N3CCOCC3)C2)cc1C (stereo not drawn),0%
O=C(O)CSc1nnc(C2CC2)n1-c1ccccc1,13%
COc1ccc(CNC(=O)CN(CC2CCCO2)C(=O)CNS(=O)(=O)c2ccc(C)cc2)cc1 (stereo not drawn),-3%
CCCOc1c(Br)cc(C(=O)NCC)cc1OC,-1%
CCCCN(CC)CCNC(=O)c1cc2c(=O)n(C)c3ccccc3c2n1C,10%
CN1CCN(C2=C(Cl)C(=O)N(C3CCCCC3)C2=O)CC1,10%
CC(C)(C)n1nc2c(c1NC(=O)c1ccc(S(=O)(=O)N3CCCC3)cc1)CSC2,1%
O[C@@](CCN1CCCCC1)(c1ccccc1)C1CCCCC1,-3%[12.8 µM]
CCOC(=O)C1CCCN(C(=O)c2ccccc2Oc2ccccc2)C1 (stereo not drawn),-1%
COc1cccc(-c2nn(-c3ccccc3)cc2C(=O)O)c1,1%
CC(C)N(C#N)c1nc(N2CCOCC2)nc(N2CCOCC2)n1,-2%
COc1ccc(C(=O)Oc2ccc3c(c2)OCO3)cc1OC,9%
CCCOC(=O)COc1cc(C)cc2oc(=O)c3c(c12)CCC3,0%
C(=NCCCN1CCOCC1)c1ccc2c(c1)OCO2,25%
O=C(CSc1nc2ccccc2s1)c1sc2sc3ccccc3[n+]2c1O,-7%[5.75 µM]
CCN(CC)S(=O)(=O)c1ccc(NC(=O)Cn2cnc3ccccc3c2=O)cc1,-3%
COCCn1c(C)cc(C(=O)CSc2nncn2-c2ccccc2)c1C,7%
CN(c1ccc(C(=O)NCc2cccnc2)cc1)S(C)(=O)=O,17%
Cc1cc(C(=O)Nc2c(C)n(C)n(-c3ccccc3)c2=O)c(C)o1,-7%
O=S(=O)(CCc1nnc(-c2ccccc2)o1)c1ccc2ccccc2c1,1%
Cn1c(=O)oc2cc(S(=O)(=O)N3CCCC(C(=O)N4CCc5ccccc5C4)C3)ccc21 (stereo not drawn),13%
NCCSS(=O)(=O)CCN,-2%[5.75 µM]
COc1cccc(-n2c(SCC#N)nnc2-c2cnccn2)c1,3%
O=c1ccc2ccccc2o1,9%
Clc1ccc(COC(Cn2ccnc2)c2ccc(Cl)cc2Cl)c(Cl)c1 (stereo not drawn),-6%[12.8 µM]
CCN(CC)CCN=C1CCCc2ccccc2N1,11%
CC(Oc1cc(C(F)(F)F)cc(C(F)(F)F)c1)C(=O)NC(N)=O (stereo not drawn),12%
O=C1OC2CC3CC1CC(O)(C3)C2 (stereo not drawn),-6%
CCC(C)(C)n1nnnc1CN(Cc1ccco1)Cc1cc2cc3c(cc2[nH]c1=O)OCO3,11%
CCOc1cc(CN2CCN(C(=O)c3ccco3)CC2)ccc1OC,-5%
CCn1c(SCC(=O)Nc2ccccc2N2CCOCC2)nnc1-c1ccccc1O,-1%
Cc1cc2nnc(SCC(=O)NCc3cccs3)n2c(N)n1,-1%
CCOC(=O)c1c(NC(=O)COc2ncnc3sccc23)sc2c1CCC2,-4%
Cc1ccc(NCN2C(=O)c3ccccc3C2=O)c(C)c1,1%
Nc1[nH]ncc1C(=O)Nc1cccc(C(F)(F)F)c1,3%
Cc1ccc(S(=O)(=O)C(CCC(=O)N2CCOCC2)S(=O)(=O)c2ccc(C)cc2)cc1,-2%
O=C(c1ccco1)N1CCC[C@@]2(CCN(Cc3nccs3)C2)C1,-4%
CC(=O)Nc1ccc(S(=O)(=O)NCc2cn3ccsc3n2)cc1,-2%
O=c1[nH]c(NCc2ccccc2)nc2c1CCC2,16%
c1csc(-c2ccc3ccccc3n2)c1,-5%
Cc1cccc(-n2nnnc2SCC(=O)c2cc(C)n(CC3CCCO3)c2C)c1 (stereo not drawn),15%
CCCCc1c2ccccc2nc2[nH]c3ccccc3c12,-6%
CCOC(=O)c1c(C)nc(-c2ccccc2)nc1NC(C)=O,8%

# Further results follow.
SMILES,AmpC inh det
COC(=O)c1cc(NC(=O)CC2C(=O)NCCN2C(=O)c2ccccc2)cc(C(=O)OC)c1 (stereo not drawn),-4%
Cc1cccc(OCC(O)CN2CCN(C3CCCCC3)CC2)c1 (stereo not drawn),-1%
COc1cccc(Cn2c(=O)c(CCc3ccccc3)nc3cnc(N4CCOCC4)nc32)c1,20%
Cc1ccc(OCC(=O)Nc2ccc(O)c(C(=O)O)c2)cc1C,-7%
COc1cccc(C(=O)SC2=NCCS2)c1,3%
COc1ccccc1N(CC(=O)NCCSc1ccccc1)S(C)(=O)=O,-3%
Cc1nnc(NC(=O)c2ccc(S(=O)(=O)N(C)Cc3ccccc3)cc2)o1,-2%
COCCn1nnnc1C(c1cccc(C#N)c1)N1CCCCCC1 (stereo not drawn),-1%
CCc1cccc2nc3c(c([Si](C)(C)C)c12)Cn1c-3cccc1=O,-1%
CCOCC(=O)Nc1c(C(=O)Nc2ccccc2OC)oc2ccccc12,-2%
N#C/C(=C1/CCCCCN1)c1nc2ccccc2[nH]1,-7%
CCC1CCCCN1C(=O)CSc1nc(N)c(NC(=O)c2ccco2)c(=O)[nH]1 (stereo not drawn),11%
O=C(NCc1ccc(F)cc1)C1CCN(C(=O)NCc2ccccc2)CC1,-1%
Cc1cc(NC(=O)CSC2=Nc3ccccc3C3=NC(Cc4ccccc4)C(=O)N23)n[nH]1 (stereo not drawn),-3%
CC(C)(C)C1CCc2onc(C(=O)N3CCOCC3)c2C1 (stereo not drawn),2%
COc1nc(OC)nc(N2CCC(C(=O)NC3CCCCCC3)CC2)n1,-6%
COc1nc(-c2ccc(Cl)cc2)ccc1-c1noc(-c2ccncc2)n1,-5%
O=c1oc2ccccc2c(O)c1/C=N/c1ccccn1,0%
COCCn1c(=O)c(-c2ccc(OC)cc2)nc2cnc(OCc3ccccc3)nc21,-1%
COc1ccccc1Cn1c(=S)[nH]c2cc(C(=O)N3CCN(C)CC3)ccc2c1=O,11%
O=C(Nc1cccc(F)c1)N1CC2(CCN(C(=O)c3cccc(F)c3)CC2)C1,-1%
COc1cc(C(=S)N2CCCC2)cc(Cl)c1O,-4%
NC1(C(=O)O)CCC1,-3%
CCOC(=O)C1CCN(C(=O)CC(C)c2ccccc2)CC1 (stereo not drawn),-2%
COc1cccc(OC)c1C(=O)N1CCN(Cc2ccncc2)CC1,-4%
CCc1c(C)[nH]n(-c2ccc(Oc3ccccc3)c(S(=O)(=O)O)c2)c1=O,-2%
C/C(=C\C(=O)c1ccccc1)Nc1cccc(O)c1,-1%
CC(=O)Nc1ccc(NC(=O)CN(C)CCC#N)cc1,0%
O=C(c1cnsn1)N1CCN(c2ccccn2)CC1,-1%
Cc1ccc(NC2=CC(=O)CC(C)(C)C2)c(N)c1,-1%
CCOC(=O)c1nn(-c2ccc(OC)cc2)c(=O)c2c(NC(=O)c3ccco3)scc12,-1%
Cc1ccc(CN(C)C(=O)C2CCCN2C(=O)c2cccs2)o1 (stereo not drawn),-2%
O=C(NCCN1CCN(c2ccccc2)CC1)C1CCN(S(=O)(=O)N2CCOCC2)CC1,-3%
O=C(Nc1nc(-c2cc(Cl)sc2Cl)cs1)c1cccs1,9%
NC(=O)c1ccccc1NC(=O)CS(=O)(=O)Cc1ccccc1,-4%
CCCCCCOc1ccc(/C(N)=N/O)cc1,-10%
CC(C)Cn1c(N)c(C(=O)CSc2ccc3c(c2)OCCO3)c(=O)n(C)c1=O,27%
CCOC(=O)c1c(C)n(C)c2c(C)cc(O)c(OC(C)=O)c12,0%
Cn1c(=O)c(=O)n(C)c2cc(S(=O)(=O)N3CCOCC3)ccc21,-2%
CCOC(=O)c1cnc(SCC)[nH]c1=O,-5%
CC1=C(C#N)c2nc(N)c(C#N)c(C)c2/C1=C\c1ccccc1,25%
c1cc2c(nn1)CCc1nonc1-2,11%
CCCCC(=O)N=c1sc2cc(S(C)(=O)=O)ccc2n1C,-3%
Cc1ccc2c(c1)N(CC(=O)NCC1COc3ccccc3O1)C(=O)CO2 (stereo not drawn),10%
CCOC(=O)C1=C(C)NC(=O)NC1c1ccccc1Cl (stereo not drawn),18%
COc1ccccc1/C=C/CN1CCOCC1,-3%
CN(Cc1ccccc1)C(=O)CSc1nc2ccccc2c(=O)n1Cc1ccco1,-6%
Cn1c(=O)c2c(nc(N3CCc4ccccc4C3)n2Cc2ccc(Br)cc2)n(C)c1=O,-2%
c1cncc(-c2nnc(-c3cccs3)o2)c1,7%
COc1ccc(S(=O)(=O)N2CCCC2C(=O)Nc2ccc(C)cc2)cc1 (stereo not drawn),-1%
COc1ccc2c(c1OC)C(=O)OC2[C@H]1c2c(cc3c(c2OC)OCO3)CCN1C (stereo partly drawn),1%
Cn1ncc(C#N)c1NC(=O)C1CC(c2c(F)cccc2Cl)=NO1 (stereo not drawn),-2%
NC[C@H]1O[C@H](n2cnc3c(N)ncnc32)C[C@@H]1O,-3%[5.75 µM]
Cc1ccc(-c2[nH]nc3c2C(c2ccoc2)C(C#N)=C(N)O3)cc1C (stereo not drawn),-4%
C=C(NC(=O)C(=C)NC(=O)c1csc(C2=N[C@@H]3c4csc(n4)[C@@H]4NC(=O)c5csc(n5)[C@@H]([C@](C)(O)[C@H](C)O)NC(=O)[C@@H]5CSC(=N5)/C(=C/C)NC(=O)[C@@H]([C@H](C)O)NC(=O)c5csc(n5)[C@]3(CC2)NC(=O)[C@@H](C)NC(=O)C(=C)NC(=O)[C@@H](C)NC(=O)[C@@H]([C@@H](C)CC)N[C@H]2C=Cc3c([C@H](C)O)cc(nc3[C@@H]2O)C(=O)O[C@H]4C)n1)C(N)=O,-4%[12.8 µM]
CSc1nncc(-c2ccc(F)c(F)c2)n1,-2%
O=C(Cc1cccs1)NCc1ccccc1F,-4%
CCc1nnc(NC(=O)CN2C(=O)c3ccccc3C2=O)s1,-2%
CN(C)CCn1c(C(=O)O)cc2ccccc21,-4%
Cn1c(C(=O)N2CCc3ccccc32)cc2c(=O)n3ccccc3nc21,3%

# (next part)
SMILES,AmpC inh det
O=C(Nc1nncs1)c1ccc(S(=O)(=O)c2ccccc2)cc1,10%
O=C(c1ccco1)N1CCC2(CC1)CCN(c1ccncc1)CC2,-4%
COCCNc1ccnc(-c2c(C)noc2C)n1,7%
COc1ccccc1-c1nnc(NC(C)=O)s1,2%
CCOc1ccccc1-n1cnc2cc(C(=O)NCc3ccco3)ccc21,-6%
Nc1cc(N)nc(SCC(=O)N2CCCCC2)n1,-2%
N#CCCN1CCN(C2=NC(=O)C(=C3CCCCC3)S2)CC1,7%
CSC1=NCCN1C(=O)Cc1cccs1,7%
O=C(c1cc2ccccc2o1)c1nc2c(n1O)CCCCC2,-3%

# Among those listed so far, these contain two or more sulfur atoms:
SMILES,AmpC inh det
CC(C)(C)n1nc2c(c1NC(=O)c1ccc(S(=O)(=O)N3CCCC3)cc1)CSC2,1%
O=C(CSc1nc2ccccc2s1)c1sc2sc3ccccc3[n+]2c1O,-7%[5.75 µM]
NCCSS(=O)(=O)CCN,-2%[5.75 µM]
Cc1cc2nnc(SCC(=O)NCc3cccs3)n2c(N)n1,-1%
CCOC(=O)c1c(NC(=O)COc2ncnc3sccc23)sc2c1CCC2,-4%
Cc1ccc(S(=O)(=O)C(CCC(=O)N2CCOCC2)S(=O)(=O)c2ccc(C)cc2)cc1,-2%
CC(=O)Nc1ccc(S(=O)(=O)NCc2cn3ccsc3n2)cc1,-2%
COc1cccc(C(=O)SC2=NCCS2)c1,3%
COc1ccccc1N(CC(=O)NCCSc1ccccc1)S(C)(=O)=O,-3%
O=C(Nc1nc(-c2cc(Cl)sc2Cl)cs1)c1cccs1,9%
CCCCC(=O)N=c1sc2cc(S(C)(=O)=O)ccc2n1C,-3%
C=C(NC(=O)C(=C)NC(=O)c1csc(C2=N[C@@H]3c4csc(n4)[C@@H]4NC(=O)c5csc(n5)[C@@H]([C@](C)(O)[C@H](C)O)NC(=O)[C@@H]5CSC(=N5)/C(=C/C)NC(=O)[C@@H]([C@H](C)O)NC(=O)c5csc(n5)[C@]3(CC2)NC(=O)[C@@H](C)NC(=O)C(=C)NC(=O)[C@@H](C)NC(=O)[C@@H]([C@@H](C)CC)N[C@H]2C=Cc3c([C@H](C)O)cc(nc3[C@@H]2O)C(=O)O[C@H]4C)n1)C(N)=O,-4%[12.8 µM]
O=C(Nc1nncs1)c1ccc(S(=O)(=O)c2ccccc2)cc1,10%
CSC1=NCCN1C(=O)Cc1cccs1,7%

# High-throughput results from PubChem BioAssay.
